KDM5B inhibitor: Primary screen for KDM5B Histone Demethylases FDH-coupled qHTS. Lysine-specific demethylase 5B (Homo sapiens), Q9UGL1. KDM5B demethylase, FDH-coupled NADH fluorescence (FDH is formaldehyde dehydrogenase). Potency, µM (doses to about 57.7 µM), for the others: at the top dose activity change, negative = inhibition, usual class: inhibitors. hit rate 2.6% among 220,000. AID 1347165, 2019; active = well fitted inhibition curve with a large enough effect; inconclusive = small, poorly fitted or top-dose-only effect; inactive = no such curve, though single readings can be large or run the other way; also: 0% is about no effect; nearly all actives have a fitted effect of over 70% in size
Target sequence (Q9UGL1 whole entry, looked up): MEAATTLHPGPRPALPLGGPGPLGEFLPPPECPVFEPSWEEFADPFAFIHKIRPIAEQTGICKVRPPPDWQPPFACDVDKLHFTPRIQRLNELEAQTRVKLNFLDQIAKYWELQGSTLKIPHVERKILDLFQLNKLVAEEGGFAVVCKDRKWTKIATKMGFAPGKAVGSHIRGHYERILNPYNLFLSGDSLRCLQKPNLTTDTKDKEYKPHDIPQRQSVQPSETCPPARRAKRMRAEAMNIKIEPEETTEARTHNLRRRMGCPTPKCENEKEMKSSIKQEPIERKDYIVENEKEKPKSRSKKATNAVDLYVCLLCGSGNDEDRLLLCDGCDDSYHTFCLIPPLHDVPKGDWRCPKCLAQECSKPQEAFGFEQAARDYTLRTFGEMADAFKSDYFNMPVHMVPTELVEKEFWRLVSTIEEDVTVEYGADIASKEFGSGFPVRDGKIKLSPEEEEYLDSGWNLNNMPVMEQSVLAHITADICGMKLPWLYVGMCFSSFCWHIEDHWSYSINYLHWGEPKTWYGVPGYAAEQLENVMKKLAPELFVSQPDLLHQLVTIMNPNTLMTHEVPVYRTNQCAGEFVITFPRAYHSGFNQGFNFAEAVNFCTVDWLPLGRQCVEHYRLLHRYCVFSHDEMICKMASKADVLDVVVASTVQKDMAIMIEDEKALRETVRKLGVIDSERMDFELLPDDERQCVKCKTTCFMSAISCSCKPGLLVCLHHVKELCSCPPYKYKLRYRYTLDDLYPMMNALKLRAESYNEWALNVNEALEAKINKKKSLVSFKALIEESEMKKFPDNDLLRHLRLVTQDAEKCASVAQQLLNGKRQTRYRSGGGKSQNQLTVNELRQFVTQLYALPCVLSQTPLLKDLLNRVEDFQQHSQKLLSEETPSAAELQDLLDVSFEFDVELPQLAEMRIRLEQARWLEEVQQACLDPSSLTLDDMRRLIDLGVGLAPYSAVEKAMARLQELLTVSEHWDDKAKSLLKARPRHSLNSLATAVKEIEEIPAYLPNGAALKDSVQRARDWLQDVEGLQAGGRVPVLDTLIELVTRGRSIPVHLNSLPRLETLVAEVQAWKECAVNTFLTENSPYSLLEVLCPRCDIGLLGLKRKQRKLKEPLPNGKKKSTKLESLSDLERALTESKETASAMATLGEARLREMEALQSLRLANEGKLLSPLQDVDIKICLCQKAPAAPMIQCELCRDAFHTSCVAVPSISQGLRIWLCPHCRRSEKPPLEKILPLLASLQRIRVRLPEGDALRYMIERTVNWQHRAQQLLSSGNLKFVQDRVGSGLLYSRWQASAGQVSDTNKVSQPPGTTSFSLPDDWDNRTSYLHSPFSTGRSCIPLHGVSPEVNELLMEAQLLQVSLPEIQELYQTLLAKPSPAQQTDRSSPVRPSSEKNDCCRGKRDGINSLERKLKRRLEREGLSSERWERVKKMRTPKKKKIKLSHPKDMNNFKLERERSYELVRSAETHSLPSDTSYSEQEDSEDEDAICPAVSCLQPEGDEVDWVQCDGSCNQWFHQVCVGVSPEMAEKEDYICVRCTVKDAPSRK
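Inhibition is measured as reduced NADH fluorescence generation from FDH coupling to formaldehyde release. Truncated KDM5BΔAP at 200 nM final acts on H3K4me3 peptide (12.5 µM in substrate mix) in pH 7.5 HEPES buffer with Tween-20, 30 min, room temperature.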
Active calls of the source: *; i = inactive; ? = inconclusive; & = joins results of further samples; ! = a repeat was not active; [ ] = another dose, or the depositor's remark. Potency is read from the fitted curve at half-maximal effect.

Compound,KDM5B inhibitor
COCc1nc(C2CCCN(C(=O)c3ccc(OC)cc3OC)C2)no1 (stereo not drawn),21%
O=C(CN1C(=O)CNC1=O)N[C@H](c1ccc2c(c1)CCO2)C1CC(O)C1 (stereo partly drawn),22%
O=C(c1cccs1)N(Cc1ccc(F)cc1)C1CCS(=O)(=O)C1 (stereo not drawn),-1%
Cc1occc1-c1nc2ccncc2[nH]1,32µM*!
Clc1cc(Cl)c(N/N=C/c2c(Cl)cccc2Cl)c(Cl)c1,20%
Cc1noc(NC(=O)c2c(-c3c(Cl)cccc3Cl)noc2C)c1[N+](=O)[O-],8%
CC(C)N(C)Cc1nnnn1CC(=O)NCc1nc(-c2ccccc2)cs1,?
COc1ccc(-c2noc(CSc3nc4ccc(Cl)cc4o3)n2)cc1,17%
O=C(O)c1ccc(CSC(F)F)o1,24%
CCN(CC)CCCNC(=O)C(C)n1nc(C)n2c(cc3occc32)c1=O (stereo not drawn),-4%
c1ccc(NC2(c3nnnn3-c3ccccc3)CCCCC2)cc1,-8%
COc1ccccc1N1CCN(C(=O)c2nnn3cc(-c4ccc(F)cc4)[nH]c(=O)c23)CC1,-29%
CCc1ccc(C(CNC(=O)c2cccc3ncccc23)N(C)C)cc1 (stereo not drawn),-10%
CSc1ccc(CN2CCN(Cc3ccncc3)CC2)cc1,-40%
O=C1CC(c2ccccc2)N(Cc2ccncc2)CCCN(C(=O)Nc2ccccc2F)CCN1 (stereo not drawn),-14%
COc1ccccc1CCNC(=O)C1CCN(c2nnc(C)c3c(C)n(-c4ccc(C)cc4)nc23)CC1,-12%
Cc1ccc([C@H]2Nc3ccc(S(=O)(=O)Nc4cccc(Cl)c4C)cc3[C@H]3C=CC[C@H]32)cc1,?
CN(CCC#N)C(=O)CSc1nc(C2CC2)nc2ccccc12,9%
CCC1CCCCN1C(=O)Cn1c(=O)n(CCCCCC(=O)NCc2ccccc2Cl)c(=O)c2sccc21 (stereo not drawn),-6%
COc1ccc(C2N3CC4(C)CN2CC(c2ccccc2)(C3)C4=O)cc1 (stereo not drawn),4%
CCn1c(=O)c(CCC(=O)Nc2cccc(C)c2C)nc2c(C)nn(-c3ccccc3)c21,8%
CCn1c2c(c(=O)n1-c1ccccc1)CCN(Cc1ccccn1)C2,?
O=C(c1ccc(Br)cc1)N1CCN(c2nc3ccccc3s2)CC1,-4%
CCCCOc1cccc(C(=O)Nc2sc3c(c2C(=O)OCC)CCCC3)c1,-22%
CCOc1ccc(NC(=O)CCNS(=O)(=O)c2ccc3c(c2)CCCC(=O)N3)cc1,-14%
O=C1CCN(Cc2cccc(F)c2)CCCCCCN1,-15%
Cc1ccc2c(N3CCC(CO)(CN4CCCC4)CC3)ccnc2c1C,?
Cc1ccc(NC(C)(C)C(=O)N2CCC3(CC2)CN(C)CCN3C)cc1,-26%
O=C(c1cccc(Cl)c1)N1CCC(N2CCCCCC2=O)CC1,10%[86.2 µM]
O=C(c1cccc(Cl)c1)N(Cc1cccc(F)c1)C1CCS(=O)(=O)C1 (stereo not drawn),9%

Compound,KDM5B inhibitor
Cc1ccc(OCCSc2nc3ccccc3n2CC(=O)N2CCOCC2)c(C)c1,?
CN1c2cc(C(=O)Nc3ccc(F)c(F)c3)ccc2C(=O)N2CCCCC21 (stereo not drawn),?
COc1ccc(-c2ccc(CNc3ccc4[nH]c(=O)[nH]c4c3)o2)cc1Cl,?
CCc1cccc(OCC(=O)NC(CC(C)C)C(=O)N(C)C)c1 (stereo not drawn),13%
Cc1ccccc1CC(=O)NC1CCN(c2cc(-c3ccccc3)[nH]n2)CC1,-20%
O=C(Nc1ccccc1Cl)C(=O)NC1CCCC1,6%
Cc1cc2c(s1)CCCCCCCCCC/C2=N\Nc1ccc([N+](=O)[O-])cc1,2%
CC(C)Oc1ccc(C(=O)NCc2coc(-c3cccs3)n2)cc1,?
COc1ccc(CN[C@H]2[C@H](O)[C@H](O)C[C@@H]2c2ccc(N3CCOCC3)nc2)cn1,32µM*
O=S(=O)(c1cccs1)N1CCC2(CC1)OCCO2,13%
O=C(CCC1CCN(S(=O)(=O)c2ccccc2)CC1)NCc1ccccn1,-11%
Cc1cc(Br)c(NC(=O)COC(=O)c2ccc(O)cc2)c(Br)c1,10%
CCC(C)c1ccccc1OC(=O)c1ccc(OC)c(I)c1 (stereo not drawn),8%
CCOc1ccc2nc(N(Cc3cccnc3)C(=O)c3ccco3)sc2c1,?
CC1CCC(NC(=O)c2cc3n(n2)CC(c2ccc4c(c2)OCO4)OC3)CC1 (stereo not drawn),?
O=C(NNC(=O)c1cc(-c2ccncc2)nc2ccccc12)Nc1ccc(F)cc1,-6%
COc1ccc(CNC(=O)Cc2c(C)c3ccc(OC(C)=O)cc3oc2=O)cc1OC,63%[activator]
CN1C(=O)CCC2(CNC(=O)c3cccn3C)CCC=C12 (stereo not drawn),-14%
CN(C)CC(=O)N1Cc2ccccc2OC2(CCN(C(=O)N3CCN(C)CC3)CC2)C1,29%[115 µM]
CN1CC[C@H]2CN(S(=O)(=O)c3cc(C(=O)O)c(Cl)cc3F)C[C@H]21,39%[activator]
O=C1COc2ccc(NS(=O)(=O)c3cccc(Cl)c3)cc2CN1C1CCCc2ccccc21 (stereo not drawn),-5%
CC(NC(=O)c1ccc(Br)o1)c1ccccc1 (stereo not drawn),23%
COc1ccc(Nc2nc3ccccc3nc2NS(=O)(=O)c2cc(C)ccc2C)c(OC)c1,23%
CCn1nccc1C(=O)N1CCCCCC1c1nnc(-c2ccccc2)o1 (stereo not drawn),-2%
COc1ccc(S(=O)(=O)NC2CCCC2)cc1NC(C)=O,-5%
Cc1ccccc1S(=O)(=O)N1C[C@@H]2CCCN3CCC[C@@H]([C@H]23)[C@H]1CCCC(=O)NCC1CC1,-8%
Cc1ccn2c(Nc3ccccc3C)c(-c3ccncc3)nc2c1,?
Cc1ccc(-c2[nH]ncc2CN2C[C@@H](CO)[C@H](NC(=O)C3CC3)C2)cc1,2%
O=C(CN1C(=O)NC2(CCCCC2)C1=O)Nc1ccc2c(c1)CCC2,28%
O=C(c1cccc(F)c1)N1CCN(c2cn[nH]c(=O)c2Cl)CC1,-15%

Compound,KDM5B inhibitor
COc1ccc(-n2cc([N+](=O)[O-])c(=O)c3ccc(Cl)cc32)cc1,29%
COc1ccccc1CNC(=O)C1CCN(S(=O)(=O)c2ccc3[nH]c(=O)ccc3c2)CC1,-17%
Cc1ccccc1OCC(=O)Nc1c(C(=O)c2ccc3c(c2)OCCO3)oc2ccccc12,9%
O=C(c1cccc(Br)c1)N1CCN(C2CCN(Cc3ccccn3)C2=O)CC1 (stereo not drawn),-25%
O=C(c1cc2ccccc2[nH]1)N1CCC2(C1)NC(=O)N(Cc1ccccc1)C2=O (stereo not drawn),2%
CCOc1ccc(C(=O)NCCn2cccc2-c2nc(-c3ccccc3)no2)cc1OCC,-2%
Cc1ccc(C2NC(=O)N(CC(=O)Nc3ccccc3C(C)C)C3=C2C(=O)OC3)cc1 (stereo not drawn),2%
CCOC(=O)c1oc2cc(OS(C)(=O)=O)ccc2c(=O)c1-c1ccc(OC)c(OC)c1,-2%
Cc1cc(C)c2nc(N3CCCC(C(=O)NCc4ccccc4F)C3)sc2c1 (stereo not drawn),9%
CCOC(=O)c1ccc(NC(=O)CCNS(=O)(=O)c2cccs2)cc1,11%
O=C(Nc1cccc(C(F)(F)F)c1)N1CCCC(Cn2cnc3cccnc32)C1 (stereo not drawn),5%
CC(SCc1ccccc1)C(=O)c1c[nH]c2ccccc12 (stereo not drawn),-6%
COc1ccc(-c2nsc(NC(=O)c3oc4cc(C)c(C)cc4c3C)n2)cc1,-20%
C=CCNC(=O)CCNC(=O)c1ccc(C(C)(C)C)cc1,-3%
CC(C)C(NC(=O)c1ccccc1F)C(=O)NCc1cnn(-c2ccccc2)c1 (stereo not drawn),3%
Cc1ccccc1C(=O)N1C(C(=O)N2CCCC2)COC12CCN(C(=O)Cc1ccccc1)CC2 (stereo not drawn),-12%
CCOc1cccc(/C=C/C(=O)c2ccc(Br)cc2)c1OC,-9%
O=C(CCc1ccccc1)NCC(=O)N1CCCCCNC(=O)CC1c1ccccc1 (stereo not drawn),14%
CSc1ccc(CNC(=O)CCn2ccc3cc(S(=O)(=O)N4CCCC4)ccc32)cc1,-25%
CCOC(=O)C1CCN(CC(=O)Nc2cc(C)c3c(=O)oc4ccccc4c3n2)CC1,?
COc1ccc(C(=O)N[C@@H]2CCC[C@@H]2C(=O)NCc2ccccn2)cc1,6%
Cc1cc(F)ccc1OC1CN([S+](=O)([O-])c2ccccc2)C1,-18%[86.2 µM]
Cc1cc(C)cc(NC(=O)Cn2c(=O)n(-c3cc(C)cc(C)c3)c(=O)c3oc4ccccc4c32)c1,?
CCOc1ccc2c(n1)CCN(C(=O)Cc1cccc(OC)c1)C2,-7%
O=C1NCC2(CCN(CC3CCCCC3)CC2)Oc2ccccc21,-30%[149 µM]
Cn1c(=O)c2c(nc(CN3CCOCC3)n2CCCO)n(C)c1=O,0%
COc1cc(SC)ccc1C(=O)Nc1nnc(C(F)(F)F)s1,0%
CCOC(=O)C1CCN(C(=O)c2cc(-c3ccncc3)cn2Cc2ccc(C)cc2)CC1,?
CCCCC12CN3CCN(CC(C3)/C1=N\NC(=S)NC)C2,-7%
COc1ccc(CCNC(=O)CSc2nnnn2-c2c(C)cccc2C)cc1OC,-8%

compound | KDM5B inhibitor
COc1ccc(CCC(=O)N2CC[C@H](CO)[C@H](NC(=O)C3CC3)C2)cc1 | ?
COc1ccc(C2CC23CCC2(CC2c2ccc(OC)cc2)C3=O)cc1 (stereo not drawn) | -4%
COc1ncc(CN2CCc3c(n(Cc4cccnc4)n(-c4ccccc4)c3=O)C2)cn1 | ?
COc1ccc(NC(=S)N2CCN(C(=O)C3CCCO3)CC2)cc1 (stereo not drawn) | 30%
CCS(=O)(=O)N1CCC2(CCC(=O)N(CC3CC3)CC2)CC1 | -9%
O=C(Cc1ccccc1)NCC1CCCCC(=O)N1 (stereo not drawn) | -8%
COc1ccc(N2CCN(C(=O)NCc3noc4ccccc34)CC2)cc1 | 20%
Cc1cccc(C)c1NC(=O)NCCc1c[nH]c2ccccc12 | 0%&-15%

compound | KDM5B inhibitor
CS(=O)(=O)c1ccc(CN2CCC[C@H]2c2nc(-c3ccc(-c4ccncc4)nc3)no2)cc1 | -6%
CC(C)Cn1c(N)c(-c2csc(Nc3ccccn3)n2)c(=O)n(C)c1=O | -8%
Cc1ccccc1CSc1nc(=O)c2c(n1C)NC(=O)CC2c1ccc(OCC(N)=O)cc1 (stereo not drawn) | 6%
CCCCCNC(=O)CCNC(=O)c1cccc(C)c1 | 15%
COc1ccc(-c2noc(Cn3nc(-c4ccc(C)c(C)c4)c4ccccc4c3=O)n2)c(OC)c1 | 19%
CC(C)CNC(=O)C(C)(C)Oc1nn(C(C)C)c2ccc(CN3CCOCC3)cc12 | 35µM*
CC(C)c1ccc2oc(-c3ccc(N)cc3)nc2c1 | i
CC(=O)Nc1c(C)cccc1C(C)C | 8%

compound | KDM5B inhibitor
O=C(Cn1c(=O)ccc2cc(S(=O)(=O)N3CCCC3)ccc21)NCc1ccc(Cl)cc1 | 28%
COc1ccccc1NC(=O)CN1CCCN(S(=O)(=O)c2ccc(Br)cc2)CC1 | -21%
O=S(=O)(/N=C/c1cccs1)c1ccccc1 | 17%
COc1cccc(S(=O)(=O)N2CCC(c3noc(-c4cnccn4)n3)C2)c1 (stereo not drawn) | 12%
COc1ccc(C2C3=C(CCCC3=O)Nc3nc(SCc4ccc(C(=O)O)cc4)nn32)cc1 (stereo not drawn) | ?
Cc1ccc(CNC(=O)CS(=O)(=O)Cc2nc(-c3ccccc3C)oc2C)cc1 | ?
COCCCN1C(=O)CS/C1=N\S(=O)(=O)c1ccccc1 | -12%
CCCOc1ccc(/C=C/C(=O)c2cc(OC)c(OC)c(OC)c2)cc1 | 9%
CS(=O)(=O)N(CC(=O)N1CCc2ccccc2C1)c1ccccc1Cl | 10%
O=C(NC1CCCC1)C12CC3CC(C1)CC(c1ccccc1)(C3)C2 | -8%
CCN(CC)S(=O)(=O)c1cc(-c2ccc(=O)n(CC(=O)Nc3ccccc3)n2)ccc1C | 10%

An excerpt; count on the stated rates, not on these rows.
